Source: PubChem (National Center for Advancing Translational Sciences (NCATS))
D3 ag: agonists of human D3 dopamine receptor; P35462; D3R DiscoveRx beta-arrestin cells, luminescence, 90 min; max activation, %; hit rate 0.58% among 410,000; AID 652048; in the data active = max activation above about 30%; also: 0% is about no effect; mostly tested at two doses, the higher about 12 µM
Target sequence (P35462 whole entry, looked up): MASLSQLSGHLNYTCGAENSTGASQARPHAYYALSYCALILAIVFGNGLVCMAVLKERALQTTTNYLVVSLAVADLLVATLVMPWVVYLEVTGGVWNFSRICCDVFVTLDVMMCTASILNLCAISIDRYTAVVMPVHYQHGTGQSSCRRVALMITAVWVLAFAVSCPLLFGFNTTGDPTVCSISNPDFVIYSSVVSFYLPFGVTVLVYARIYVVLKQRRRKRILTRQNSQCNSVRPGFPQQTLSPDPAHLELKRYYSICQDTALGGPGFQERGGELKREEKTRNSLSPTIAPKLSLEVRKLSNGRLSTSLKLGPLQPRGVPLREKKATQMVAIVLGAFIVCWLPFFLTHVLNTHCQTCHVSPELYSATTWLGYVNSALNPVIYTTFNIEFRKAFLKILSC
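Cells at 1500/well, incubated overnight, then treated with pinned compounds (dopamine as control) for 90 min at 37 degrees C. DiscoveRx reagent added for 30 - 60 minutes at room temperature; luminescence read.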
FUS yeast rescue: FUS proteinopathy suppression in yeast. S. cerevisiae FUS-expressing, growth rescue, OD600, 24 h. Potency, µM (top dose mostly 76.6 µM), for the others: top-dose growth rescue (activation), actives largely listed as activators. hit rate 0.24% among 390,000;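 also: potency is read from the fitted curve at half-maximal effect; plate controls were DMSO vehicle for no effect and reference control for full effect; nearly all actives have a fitted effect of over 55% in size; some results filed as inactive show a strong effect at the top dose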
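Toxicity suppression screen in FUS-yeast. Cells induced with 2% galactose, starting OD 0.005, treated 24hr at 30C with compounds at multiple final concentrations; growth by OD600.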
TDP43 rescue: inhibitors of TDP-43 toxicity in yeast. TDP-43 expressing yeast growth rescue, BacTiter-Glo, 24 h. Potency, µM (highest dose often 46.1 µM), for inactives: top-dose growth rescue (activation), usual class: activators. hit rate 1.8% among 410,000. AID 652104; also: potency is read from the fitted curve at half-maximal effect; % of control where 0% means no effect; nearly all actives have a fitted effect of over 50% in size
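Readout is BacTiter-Glo luminescence of cell growth, so inhibitors register as activators. TDP-43-expressing yeast at OD600=0.02 in galactose medium, after raffinose pregrowth to mid-log, were incubated with compound for 24 hr at 30 deg C.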
D3 antag: blocks the human D3 dopamine receptor; P35462; D3R cells, DiscoveRx beta-arrestin luminescence, antagonist mode; stronger effect = lower value; max response, negative = inhibition, %; hit rate 2.5% among 360,000; in the data active = max response below about -50%; inconclusive = no clear call, values can overlap the other calls; also: % is scaled to controls: 0 for no effect and ±100 for the full control effect; mostly tested at two doses, the higher about 12 µM
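Cells expressing the human receptor were seeded at 1500 cells/well, incubated overnight at 37 degrees C in 5% CO2, then exposed to library compounds with dopamine controls for 90 minutes at 37 degrees C before luminescent detection.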
EPAC2 agonist: agonists of human EPAC2 (RAPGEF4); hit rate 0.079% among 360,000; EPAC2 activation, biochemical qHTS; response scale: 100% = 6.5 mM cAMP response; Potency, µM (series often up to 154 µM), without a hit: at the top dose activation, actives largely listed as activators; AID 720711; Q8WZA2; also: potency is read from the fitted curve at half-maximal effect; nearly all actives have a fitted effect of over 50% in size
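Each well held 100 nM EPAC2, 250 nM RAP1B-BODIPY-GDP and 50 uM GDP. Fluorescence, read at 5-min intervals to 30 min, was referenced to a 6.5 mM cAMP positive control.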
aSyn rescue: inhibitors of alpha-synuclein toxicity in yeast | hit rate 0.14% among 370,000 | Yeast expressing alpha-synuclein, growth rescue, BacTiter-Glo, 24 h | Potency, µM (series often up to 46.1 µM), for inactives: top-dose growth rescue (activation), actives largely listed as activators | AID 652106; also: potency is read from the fitted curve at half-maximal effect; % of control where 0% means no effect; nearly all actives have a fitted effect of over 65% in size
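Screening used galactose-induced yeast with toxic alpha-synuclein levels, exposed to compound for 24 hr at 30 deg C. Cell growth, read with BacTiter-Glo luminescence, gave the measured signal.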
Abeta rescue: compounds reversing amyloid beta toxicity in yeast | yeast expressing A-beta42, growth rescue, OD600, 48 h; response scale: 0% DMSO, 100% iron-clioquinol control | Potency, µM (highest dose often 46.1 µM), for inactives: top-dose growth rescue, actives largely listed as activators | hit rate 0.063% among 410,000; also: potency is read from the fitted curve at half-maximal effect; nearly all actives have a fitted effect of over 55% in size
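Yeast growth medium received pinned compounds, then yeast cells expressing toxic A-beta were added; plates incubated at 30 C for 48 hr. Growth read as absorbance at 600 nm, normalized to DMSO and equimolar FeCl3 plus clioquinol controls.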
EPAC2 antag: blocks human EPAC2 exchange factor. Q8WZA2. EPAC2 GEF exchange of Rap1B-BODIPY-GDP, fluorescence. Potency, µM (series often up to 114 µM), inactives show top-dose activity, negative = inhibition, actives largely listed as inhibitors. hit rate 0.18% among 360,000. AID 720708; also: potency is read from the fitted curve at half-maximal effect; % is scaled to controls: 0 for no effect and ±100 for the full control effect; nearly all actives have a fitted effect of over 45% in size; many of its hits are not listed in these tables
* = called active by the depositor; ? = inconclusive; · = no result given; & = joins results of further samples; [ ] = another dose, or the depositor's remark. Unless noted, calls follow the shape of the dose curve; as a rule, active = well fitted curve in the direction sought with a large enough effect; inconclusive = small, poorly fitted or top-dose-only effect, or another doubt; inactive = no such curve, though single readings can be large; an effect the other way counts as inactive or inconclusive.

Every second line gives: D3 ag	FUS yeast rescue	TDP43 rescue	D3 antag	EPAC2 agonist	aSyn rescue	Abeta rescue	EPAC2 antag
1. C=CCn1c(O)c(Cc2ccc(OCC)cc2)c(=O)[nH]c1=O
  6	16%	-9%	-5	7%	-13%	-2%	10%
2. Cc1cc(NC(=O)C(Cl)(Cl)Cl)no1
  7	1%	6%	21	10%	9%	-6%	0%
3. CCCCCc1cc(O)c2c3c(c(=O)oc2c1)CN(C)CC3
  -14	-44%	6%	-16	-4%	?	-51%[inhibitor]	3%
4. CCN(CCO)c1ccc(N=Cc2c(O)n(C)c(=S)[nH]c2=O)cc1
  -2	19%	-15%	1	-7%	0%	-21%	9%
5. CN(C)C1(CNC(=O)Cc2ccccc2F)CCCCC1
  -5	-8%	-9%	21	0%	-2%	4%	6%
6. CN1OC[C@@H]2COc3ccc4ccccc4c3[C@@H]21
  12	2%	-4%[9.22 µM]	-15	-2%	0%	0%	2%
7. COc1cc(C(=O)N2Cc3ccc(Br)cc3-n3nncc3C2)cc(OC)c1OC
  1	2%	?	54	6%	0%	3%	-8%
8. COc1ccc(CN2C(=O)NC(=O)/C(=C/c3cc(OC)c(OC)c(OC)c3)C2=O)cc1
  -3	9%	1%	-10	3%	0%	4%	-6%
9. Cc1nc2ccccc2c(=O)n1-c1ccncc1
  11	-6%	-9%	5	-1%	-2%	10%	3%
10. CC(=Nc1ccc2c(c1)CCC2)c1c(O)n(C2CCCCC2)c(=O)[nH]c1=O
  -14	13%	-20%	-28	12%	-7%	-7%	2%
11. Cc1cc(C(C#N)c2ccc(Cl)cc2)c(Cl)cc1NC(=O)c1cc(I)cc(I)c1O (stereo not given)
  14&7	-19%	-3%	14	-11%	-1%	-22%	50µM*
12. COc1cccc(C(=O)C2CCCN(Cc3cnn(C(C)C)c3)C2)c1 (stereo not given)
  -12	-5%	-6%	-30	-5%	0%	8%	2%
13. N#C/C=C/C#N
  -16	-47%	17%	3	0%	-2%	-28%	-5%
14. CC(C)CCNC(=O)c1cc(C(=O)c2cc(Br)ccc2O)cn(CCC(C)C)c1=O
  13	27%	-12%	4	-3%	-2%	-10%	-8%
15. COc1ccc(C(=O)C2CCCN(Cc3ccc(C)s3)C2)cc1OC (stereo not given)
  -16	7%	1%	2	6%	0%	-3%	-9%
16. Cc1ccc2c(c1)c(=O)c1c3n2CCN(CC#N)C3CC1 (stereo not given)
  0	-3%	-8%	1	1%	2%	5%	-6%
17. COC(=O)C1=C(c2ccccc2)C[C@@H]2CC[C@H]1N2C
  4	-18%	4%	1	7%	6%	14%	7%
18. COC(=O)C1=C(c2ccccc2OCc2ccccc2)C[C@@H]2CC[C@H]1N2C(=O)NCc1cccc(F)c1
  -15	39%	?	-11	9%	-1%	5%	-11%
19. CC(C)(C)NS(=O)(=O)c1ccc(OCC(=O)N2CCN(Cc3ccccc3)CC2)cc1
  -3	48%	-8%	-23	15%	-1%	3%	-2%
20. O=P(O)(O)Cc1c(Cl)cccc1Cl
  8	7%	-25%	4	-6%	-4%	-4%	7%
21. COCCCN1Cc2ccccc2C1=N
  -9	-27%	-21%	-9	4%	-5%	1%	5%
22. Cc1nccn1Cc1ccc(Cl)nc1
  -11	-4%	16%	-20	13%	-5%	-2%	-4%
23. CC1(C)C2([N+](=O)[O-])CN3CN(C2)CC1([N+](=O)[O-])C3
  -5	2%	-13%	9	3%	-8%	-2%	-2%
24. CCOC(=O)c1cccc(C2=C(CNC(=O)c3ccncc3)[C@H]3CC[C@@H](C2)N3Cc2ccccc2)c1
  -13	9%	16%	-24	5%	5%	-2%	3%
25. COc1cc(-n2c(=S)[nH]c3ccc(C)cc3c2=O)c(Cl)cc1Cl
  -5	23%	19%	-13	11%	0%	15%	-19%
26. C/C(=N/O)c1ccc2ccc3ccccc3c2c1
  -16	5%	?	-19	22%	0%	-20%	-26%
27. Cc1c(Br)c(=O)oc2cc(OCC(=O)N3C[C@H]4C[C@@H](C3)c3cccc(=O)n3C4)ccc12
  24	-14%	5%	-4	2%	-1%	-8%	12%
28. C/C(=N\NC(=O)c1ccncc1)c1c(O)[nH]c(=O)[nH]c1=O
  -9	-10%	3%	7	2%	-1%	16%	-5%
29. c1ccc2nc3ccccc3nc2c1
  -26	-11%	?	-25	5%	9%	-14%	-19%
30. Cc1ccc(CCN2CC(C(=O)N3CCC4(CC3)OCCO4)CC2=O)cc1 (stereo not given)
  3	10%	-23%	10	-10%	-4%	2%	-2%
31. CCOc1cc2c(cc1OCC)-n1cccc1C(c1cccc(OCC)c1O)NC2 (stereo not given)
  -3	17%	-9%	-2	12%	5%	15%	1%
32. Clc1ccc2c(c1)C(c1ccccc1Cl)=NCc1nnc(Br)n1-2
  -10	30%	9%	-16	1%	15%	-4%	-7%
33. COc1ccc(C(C)=O)cc1CC1(C)C(=O)Nc2ccc(-c3ccccc3OC)cc21 (stereo not given)
  8	?	?	6	2%	1%	2%	-11%
34. O=C1CN(C(=O)COC(=O)Cc2ccccc2)c2ccccc2N1
  1	3%	5%	11	1%	0%	-3%	11%
35. COC(=O)C1=C(c2ccc3ccccc3c2)C[C@@H]2CC[C@H]1N2C(=O)NCc1ccc(F)cc1
  -6	?	?	-15	13%	?	3%	-18%
36. CCCCCCOc1ccc(CN2CCN(C)CC2)cc1
  -19	14%	-40%[inhibitor]	-17	-4%	12%	-16%	-3%
37. CN(C)C(=O)Oc1cccc(NC(=O)N2CCOCC2)c1
  1	-2%	13%	21	3%	-2%	11%	1%
38. CCOC(=O)c1ccc(NC(=O)c2c(O)[nH]c(=O)[nH]c2=O)cc1
  1	11%	-20%	-19	-23%	-1%	9%	6%
39. Cc1nccc2c1[nH]c1ccc(Br)cc12
  9	-12%	15%	21	5%	0%	2%	8%
40. O=[N+]([O-])c1ccc(N2CCCCC2)c2ncccc12
  -3	16%	-12%[9.22 µM]	-21	22%	4%	-4%	-21%
41. CC(NC1=NCCS1)c1ccccc1 (stereo not given)
  0	-26%	0%	-6	2%	-3%	0%	-2%
42. CC(=O)Nc1ccccc1C(=O)OCC(=O)c1ccccc1Cl
  4	1%	9%	19	10%	-4%	-14%	-28%
43. CCOC(=O)C1(CCc2ccccc2)CCN(Cc2ccc(NC(C)=O)cc2)CC1
  -7	12%	-10%	9	12%	-2%	-20%	3%
44. C=CCc1cc(C=C2C(=O)N(C)C(=O)N(C)C2=O)cc(OCC)c1OCc1ccccc1
  -3	32%	?	0	-4%	1%	-12%	-8%
45. COC(=O)C1=C(c2ccc(F)cc2F)C[C@@H]2CC[C@H]1N2C(=O)NCCOc1ccccc1
  -28	?	19%	0	1%	-5%	-10%	-7%
46. COCC(=O)N1Cc2ccccc2-n2nncc2C1
  0	-26%	16%	-5	6%	-4%	1%	2%
47. CCCc1cc(N2CCN(c3cccc(C)c3C)CC2)n2cnnc2n1
  12	17%	16µM*	·	·	·	3%	·
48. Cc1nc2ccc(N3CCN(C)CC3)cc2nc1C
  1	1%	10%	0	4%	0%	5%	-3%
49. CC1CCC(NC(=O)CNC(=S)N2CC3CC(C2)c2cccc(=O)n2C3)CC1 (stereo not given)
  1	1%	0%	0	9%	0%	5%	7%
50. C/C=C1/CC(C)C(C)(O)C(=O)OCC2CCN3CCC(OC1=O)C23 (stereo not given)
  -4	8%	-15%	6	1%	-3%	-19%	0%

Carrying on.
Every second line gives: D3 ag	FUS yeast rescue	TDP43 rescue	D3 antag	EPAC2 agonist	aSyn rescue	Abeta rescue	EPAC2 antag
51. COc1ccc(C(=O)CC(c2ccc(OC)c(OC)c2)c2c(O)c3ccccc3oc2=O)cc1OC (stereo not given)
  -9	36%	20%	-1	6%	-1%	0%	4%
52. O=C(OCCN1CCOCC1)C1(c2ccccc2)CCCC1
  5	-11%	13%	12	14%	7%	-5%	-3%
53. Fc1ccccc1CN1Cc2ccccc2-n2nncc2C1
  0	-11%	6%	5	5%	6%	-1%	0%
54. CC(=C1C(=O)c2ccccc2C1=O)N1CCN(CCN=Cc2c(O)n(C)c(=O)n(C)c2=O)CC1
  1	12%	-32%[inhibitor]	?	7%	5%	16%	-4%
55. COC(=O)C1=C(c2ccc(C(C)=O)cc2)C[C@@H]2CC[C@H]1N2C(=O)NCCO
  3	-14%	0%	-10	0%	2%	-7%	9%
56. COc1cccc(C(=O)C2CCCN(Cc3ccc4nonc4c3)C2)c1 (stereo not given)
  -19	8%	-4%	-25	6%	8%	-4%	-7%
57. CC1C(c2ccccc2)OCCN1C (stereo not given)
  4	·	0%	7	0%	10%	-4%	14%
58. O=C1NC(=O)C2(Cc3ccccc3N3CCCC32)C(=O)N1Cc1ccccc1 (stereo not given)
  -4	?	2%	4	-5%	2%	6%	-2%
59. COc1ccc(-n2nnnc2C(C2CC2)N2CCC(n3c(=O)[nH]c4ccccc43)CC2)cc1 (stereo not given)
  14	25%	26%	93	10%	3%	-1%	?
60. CCCCCc1nc2ccccc2c(=O)n1-c1ccccc1[N+](=O)[O-]
  2	6%	?	16	12%	29%	-1%	?
61. CCOC(=O)[C@]12Cc3cc(Cl)ccc3[C@H]1N(C)C(=O)c1cc(OC)ccc12
  -11	34%	22µM*	-8	12%	9%	-41%[inhibitor]	-23%
62. CC(C)(C)c1nc(N2CCN(C(=O)c3ccco3)CC2)c2nnn(Cc3ccccc3Cl)c2n1
  8	·	6%	23	-2%	1%	-13%	-5%

Some of the compounds tested, so the mix of outcomes need not match the whole.
